AT treatment: potential ataxia-telangiectasia treatment | […] A-T fibroblasts, KAP-1 phosphorylation AlphaLISA; neocarzinostatin DNA damage 30 min before lysis | Potency, µM (highest dose often 57.5 µM), for the others: top-dose activation, hits mostly activators | 0.19% of 320,000 active | AID 485349; further: potency means the concentration at half of the fitted maximal effect; % of control where 0% means no effect; nearly all actives have a fitted effect of over 45% in size
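hTERT-immortalized A-T patient fibroblasts ([…]), 500 cells/well in OPTI-MEM, 1% FBS, got compounds for 60 min, then NCS for 30 min at 37C. Lysates were then assayed for phospho-KAP-1 by AlphaLISA (anti-pKAP1 donor, anti-KAP1 acceptor beads), 6 hr at 25C.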
Mito fusion act: blocks mitochondrial division or promotes mitochondrial fusion | AID 485298 | 0.23% of 320,000 active | S. cerevisiae fusion-defective mutant growth rescue, CellTiterGlo 48 h | Potency, µM (highest dose often 46.1 µM), for inactives: at the top dose growth rescue (activation), usual class: activators;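 further: potency means the concentration at half of the fitted maximal effect; % of control where 0% means no effect; nearly all actives have a fitted effect of over 45% in size; temperature-sensitive fusion mutants such as fzo1-1 at 37 °C on non-fermentable ethanol glycerol medium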
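S. cerevisiae fusion-defective temperature-sensitive mutants (e.g. fzo1-1, mgm1-5) grown 48 h at 37C in YPEG (ethanol/glycerol non-fermentable) medium with 23 nl compound per well; growth rescue read as CellTiterGlo luminescence.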
TCR activator: activates T cell receptor signaling; primary human leukocytes, anti-CD3, IL-2 HTRF, 48 h; Potency, µM (series often up to 9.22 µM), for inactives: at the top dose activation of IL-2 secretion, usual class: activators; 330,000 tested, under 10 active; further: % of control where 0% means no effect
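TCR engagement came from a-CD3 beads alone, with compounds added to primary human leukocytes for 48 hr. Secreted IL-2 bridged europium cryptate- and d2-labelled anti-IL-2 antibodies, giving FRET emission at 665nm after 320nm excitation.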
TSG101-PTAP inh: blocks PTAP/TSG101 interaction to inhibit HIV-1 budding. Q99816. Fluorescence polarization, FITC-PTAP peptide / Tsg101 binding. Potency, µM (titrated, usually from 115 µM), inactives show at the top dose activity change, negative = inhibition, most hits filed as inhibitors. 340,000 tested, under 10 active. AID 493005; active means well fitted inhibition curve with a large enough effect in the main read-out, with a control signal flat, not every such curve was filed as active; inconclusive means small, poorly fitted or top-dose-only effect, or effect the other way, or a change in a side signal; inactive means no such curve, though single readings can be large or run the other way; further: potency means the concentration at half of the fitted maximal effect; % of control where 0% means no effect
Target sequence (Q99816 whole entry, looked up): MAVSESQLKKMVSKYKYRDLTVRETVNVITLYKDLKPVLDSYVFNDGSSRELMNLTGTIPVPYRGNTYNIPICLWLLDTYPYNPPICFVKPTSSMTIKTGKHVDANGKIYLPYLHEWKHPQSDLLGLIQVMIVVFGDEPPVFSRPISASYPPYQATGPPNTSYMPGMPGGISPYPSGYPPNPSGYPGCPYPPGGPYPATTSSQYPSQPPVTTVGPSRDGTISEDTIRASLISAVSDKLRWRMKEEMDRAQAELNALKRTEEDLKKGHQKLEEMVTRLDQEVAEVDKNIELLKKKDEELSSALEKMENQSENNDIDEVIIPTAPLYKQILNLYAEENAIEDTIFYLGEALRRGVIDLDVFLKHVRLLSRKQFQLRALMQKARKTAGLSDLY
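Fluorescence anisotropy tracks displacement of a FITC-tagged PTAP peptide (50 nM) from the Tsg101 binding domain (10 uM), following a 20 min room-temperature incubation at pH 7.5.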
TSHR antagonist: antagonists of human thyroid stimulating hormone receptor | AID 504810 | activity change, negative = inhibition, % at 11.5 µM | P16473 | TSHR-expressing cells, TSH-stimulated cAMP HTRF, 2 h; active compounds read low | 0.2% of 330,000 active;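 active means activity change below a set negative limit, meaning inhibition stronger than a set level, cut at about -70% in these data; inconclusive means activity change between two set negative limits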; further: on the % scale 0 is the no-effect control and ±100 the full control effect
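Read-out is FRET at 665 nm (cryptate excitation 337 nm) from a cryptate-tagged anti-cAMP antibody, competed by cell cAMP against cAMP-d2. Compounds are tested on freshly harvested TSHR cells challenged with 4nM TSH (EC80) for 2 hours at 37 deg C.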
ASM inhibitor: inhibitors of human secretory acid sphingomyelinase. 0.006% of 340,000 active. placental ASM, HMU-PC fluorogenic substrate, 60 min. Potency, µM (titrated, usually from 57.5 µM), inactives show top-dose activity change, negative = inhibition, hits mostly inhibitors; further: potency means the concentration at half of the fitted maximal effect
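qHTS format. ASM enzyme prepared from human placenta hydrolyses the fluorogenic substrate HMU-PC0 (9 uM final) over 60 min at 37 °C after a 10 min compound preincubation.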
a7 integrin act: activators of alpha7 integrin expression for muscular dystrophy; alpha7betagal myoblasts, beta-gal FDG fluorescence, 48 h; AID 624291; 0.064% of 350,000 active; Potency, µM (highest dose often 38.3 µM), inactives show at the highest dose activation, hits mostly activators;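 further: potency means the concentration at half of the fitted maximal effect; 100% = response of the positive control SU9516; nearly all actives have a fitted effect of over 60% in size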
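Alpha7betagal+/- myoblasts (passage 13) were plated 16-24 hr, then exposed to compounds (1:260 dilution of DMSO stock) for 48 hours at 37C. After MPER lysis, β-galactosidase reporter activity was read as FDG fluorescence (ex 480/em 540) after 30 minutes.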
Eya2 phos inh: inhibitors of human Eya2 phosphatase activity; O00167; 0.006% of 330,000 active; recombinant Eya2, OMFP fluorescence dephosphorylation (OMFP is methylfluorescein phosphate); Potency, µM (series often up to 76.9 µM), without a hit: at the top dose activity, negative = inhibition, usual class: inhibitors; further: potency means the concentration at half of the fitted maximal effect; on the % scale 0 is the no-effect control and ±100 the full control effect
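Eya2 protein (added as 0.2 uM solution) was preincubated with compound for 10 min at ambient temperature in 50 mM HEPES pH 7.5, 50 mM NaCl, 5 uM MgCl2, 0.05% BSA, 1 mM DTT. OMFP (added at 50 uM) then reacted 10 min; fluorescence read at 485/525 nm.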
Tb PFK inh: blocks T. brucei phosphofructokinase; O15648; T. brucei PFK, ADP-Glo luminescence; Potency, µM (highest dose often 57.5 µM), without a hit: at the top dose activity, negative = inhibition, hits mostly inhibitors; 0.17% of 330,000 active; AID 485367;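 further: potency means the concentration at half of the fitted maximal effect; 0% = uninhibited 1x PFK enzyme wells and -100% = no-enzyme wells; nearly all actives have a fitted effect of over 60% in size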
Target sequence (O15648 whole entry, looked up): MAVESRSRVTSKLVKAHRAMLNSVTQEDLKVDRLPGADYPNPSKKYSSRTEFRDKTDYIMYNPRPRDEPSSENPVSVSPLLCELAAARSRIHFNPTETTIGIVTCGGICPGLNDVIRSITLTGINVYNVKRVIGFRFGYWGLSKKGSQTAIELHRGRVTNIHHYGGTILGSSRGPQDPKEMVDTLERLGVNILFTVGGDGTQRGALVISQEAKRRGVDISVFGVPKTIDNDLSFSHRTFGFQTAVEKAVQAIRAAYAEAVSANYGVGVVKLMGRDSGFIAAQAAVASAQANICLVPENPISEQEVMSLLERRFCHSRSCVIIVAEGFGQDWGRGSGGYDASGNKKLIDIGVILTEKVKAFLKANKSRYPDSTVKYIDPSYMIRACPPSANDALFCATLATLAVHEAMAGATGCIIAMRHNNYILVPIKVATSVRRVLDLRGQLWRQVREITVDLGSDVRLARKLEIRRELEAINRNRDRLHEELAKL
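Luminescent ADP detection (ADP-Glo, two-step: ATP depletion then ADP-to-ATP conversion for luciferase) reported PFK activity after 45 min room-temperature reaction of 1.25 nM enzyme with 0.5 mM F6P and 0.1 mM ATP at pH 8.0.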
ELG1 DNA repair: blocks ELG1-dependent DNA repair in HEK293T cells | Potency, µM (titrated, usually from 46.1 µM), without a hit: at the highest dose activity change, negative = inhibition, usual class: inhibitors | 2.3% of 330,000 active | HEK293T ELG1-luciferase reporter, luminescence, 16 h; DNA damage induced by 5-fluorouridine | AID 504467; further: potency means the concentration at half of the fitted maximal effect; on the % scale 0 is the no-effect control and ±100 the full control effect; nearly all actives have a fitted effect of over 55% in size
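Luminescence from the luciferase reporter, measured 30 min after ONE-Glo reagent at room temperature, was the read-out. Beforehand, 2,000 cells per well were exposed for 16 hr at 37 °C to 5-fluorouridine together with compound or vehicle.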
BCR signal inh: chronic active BCR signaling inhibition | ABC-DLBCL IkBa-CBG/CBR reporter, luminescence ratio, 4 h | Potency, µM (titrated, usually from 46.1 µM), for inactives: at the highest dose ratio change, negative = lower green/red ratio, usual class: inhibitors | 0.05% of 340,000 active | AID 493014; active means well fitted inhibition curve with a large enough effect in the signal ratio, with a control signal flat, not every such curve was filed as active; inconclusive means small, poorly fitted or top-dose-only effect, or effect the other way, or a change in a side signal; the % refers to the signal ratio;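 further: potency means the concentration at half of the fitted maximal effect; plate controls were basal doxycycline-induced cells for no effect and cells given 10 µM MG132 for full effect; MG132 reads +100%, hits lower the ratio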
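Doxycycline induced both beetle luciferases in TMD8 lymphoma cells; IKK-driven degradation limits the IkappaBalpha-fused green signal, while red luminescence normalises for cell number and nonspecific effects. Compounds tested up to 46 uM, 4 hrs.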
Active calls of the source: *; u = inconclusive; x = not tested or not shown; & = joins results of further samples; [ ] = dose if it differs, or a comment. Unless noted, the call rests on the fitted dose curve; in most records, active means well fitted curve in the direction sought with a large enough effect; inconclusive means small, poorly fitted or top-dose-only effect, or another doubt; inactive means no such curve, though single readings can be large; an effect the other way counts as inactive or inconclusive.

SMILES	AT treatment	Mito fusion act	TCR activator	TSG101-PTAP inh	TSHR antagonist	ASM inhibitor	a7 integrin act	Eya2 phos inh	Tb PFK inh	ELG1 DNA repair	BCR signal inh
CCOc1ncccc1C(=O)NCCc1ccc(OC)cc1	-1%	-1%	-13%	-2%	10	-4%	0%	-2%	2%	-19%	2%
Cc1cc(C(=O)NCC(=O)O)c(C)o1	x	-2%	x	-4%	0	2%	18%	-30%	u	4%	-7%
O=C(COC(=O)c1cccnc1Cl)c1ccc(F)cc1	-2%	-1%	-3%	-2%	-1	1%	-10%	4%	2%	u	5%
CC(=O)c1cc(C(C)=O)c(C)nc1C	-1%	8%	-1%	-4%	2	0%	7%	7%	1%	4%	12%
COC(=O)CSc1nc(-c2ccc(C)cc2)c2c(c1C#N)CCCC2	8%	14%	-3%	-2%	-16	-6%	-6%	-5%	-1%	1%	16%
NC(=O)c1ccc(NC(=O)CSc2cn(CC(=O)N3CCOCC3)c3ccccc23)cc1	6%	-16%	-2%	-4%	0	5%	31%	4%	1%	14%	-3%
CCCOc1ccccc1OCC(=O)N1CCN(S(=O)(=O)c2ccc(Cl)cc2)CC1	-1%	9%	-7%	-2%	-10	1%	14%	-2%	-1%	u	-5%
COc1ccccc1NC(=O)CCCC(=O)OCC(=O)c1ccc(F)cc1	-2%	0%	0%	-3%	-10	0%	-24%	10%	-3%	7%	-4%
O=C(CSC1=NCCS1)NC1CCCCC1	x	0%	6%	-2%	x	-2%	-26%	x	x	x	x
CC1CN(c2ccc([N+](=O)[O-])cc2Cl)CCN1S(C)(=O)=O (stereo not given)	-1%	1%	-3%	-4%	-1	-6%	-19%	7%	-4%	u	u
COc1ccccc1NC(=S)N1CCN(Cc2ccccc2)CC1	-1%	-4%	3%[46.1 µM]	0%	3	9%	-19%	1%	-1%	9%	0%
CCCn1c(CCC(=O)O)nc2cc(S(=O)(=O)N(CC)CC)ccc21	36%	-2%	-4%	-6%	1	0%	9%	9%	5%	0%	5%
COCCCNCC(=O)Nc1ccc(OC(F)(F)F)cc1	-10%	-6%	9%[46.1 µM]	-2%	-7	-1%	2%	-2%	2%	-25%	-6%
CN(Cc1cnn(C)c1)Cc1nc(C(c2ccccc2)c2ccccc2)no1	-4%	13%	12%	-1%	-4	4%	-21%	-20%	-13%	4%	12%
C/C(=N\OCC(=O)Nc1ccccc1C(C)(C)C)c1ccc2c(c1)OCCO2	8%	13%	2%[46.1 µM]	-5%	-1	-1%	-27%	-4%	-1%	-17%	-10%
COc1ccc(Cn2c(SCC#N)nc3ccc(N4CCOCC4)cc3c2=O)cc1	5%	26%	2%	0%	-15	32%[activator]	-39%	1%	2%	u	u
OCC[C@H]1C[C@H](O)[C@@H](O)[C@@]2(Cc3ccccc3CCO2)O1	3%	-1%	-1%	x	3	2%	24%	-18%	6%	13%	0%
CC(C)c1ccc(O)c(NC(=S)NC(=O)c2ccc3c(c2)OCO3)c1	16%	-3%	-1%	-4%	-5	-8%	-9%	-7%	4%	u	u
Cc1ccccc1-n1ncc2c1CC(C)(C)CC2NC(=O)CSc1ccncc1 (stereo not given)	-25%	-4%	-1%	0%	3	x	1%	-5%	0%	-7%	3%
Cc1ccc(-n2c(O)c(/C=N/n3cnnc3)c3ccccc3c2=O)cc1	5%&6%	1%&2%	14%	-1%	13&-2	256%[activator]	-16%&24%	2%&2%	7%&2%	10%&4%	2%&6%
Cc1cccn2cc(CNC(=O)CC3CCCC3)nc12	-2%	-3%	1%	-4%	6	-3%	9%	-14%	11%	-2%	u
Cc1nc(-c2ccccc2)sc1C(=O)/C=C/c1ccccc1	u	0%	7%	0%	-11	-10%	-17%	-26%	2%	u	u
Cc1cccc(NC(=O)CSc2n[nH]c(-c3cccnc3)n2)c1	-5%	2%	-3%	-7%	-2	4%	10%	-1%	0%	-3%	-4%
COc1ccc(CCN(Cc2cc3cc(C)ccc3[nH]c2=O)C(C)=O)cc1OC	-4%	-7%	-3%	-3%	-1	0%	-18%	-6%	-4%	-7%	-15%
CC(NC(=O)Cc1ccccc1[N+](=O)[O-])c1ccccc1 (stereo not given)	-4%	-2%	-2%[46.1 µM]	x	-15	x	x	-7%	0%	1%	1%
O=S(=O)(c1ccccc1)N1CCN(c2nnc(-c3ccccc3)c3ccccc23)CC1	-6%	14%	-6%	-1%	-1	-1%	3%	u	5%	23µM*	1%
O=C(NC1CCCC1)C1CCN(c2cnccn2)CC1	9%	15%	6%	-3%	23	6%	20%	-7%	-3%	-19%	-2%
CCn1nc(C(=O)OCC(=O)c2c[nH]c3ccccc23)c2ccccc2c1=O	-2%	7%	3%	-1%	7	-13%	-19%	-7%	0%	u	u
O=C(CN(Cc1ccccc1Cl)C(=O)c1ccc(CN2CCOCC2)o1)NCc1ccccc1	2%	-1%	6%	-1%	1	6%	-1%	-16%	-2%	u	-1%
Cc1nn(C)c(C)c1Nc1ccc(N2C(=O)C3CC=CCC3C2=O)cc1[N+](=O)[O-] (stereo not given)	1%	25%	6%	-3%	-9	-7%	0%	-8%	0%	0%	-10%
O=C1NC(=O)C2(CCCc3ccccc32)N1 (stereo not given)	6%	1%	-9%	-1%	-5	3%	0%	4%	-7%	-3%	1%
Cc1ccc(-n2nc(CC#N)c(C#N)c2N)cc1	6%	-7%	-5%[46.1 µM]	2%	0	6%	29%	3%	0%	u	11%
COc1ccc(OC)c(-n2c(-c3ccc(C)cc3)n[nH]c2=S)c1	-3%	0%	-19%	-6%	0	3%	0%	5%	u	u	6%
O=C(CCN1C(=O)COc2ccccc21)N1CCCCC1	x	0%	1%	2%	-3	2%	17%	16%	-2%	17%	u
C#CC1(NC(=O)NC(=O)c2c(F)cccc2F)CCCCC1	9%	0%	6%	-6%	-6	0%	10%	11%	-3%	-11%	-22%
COc1ccccc1C(CNC(=O)C1CC(=O)N(Cc2ccc(C)cc2)C1)N1CCCC1 (stereo not given)	10%	-3%	7%	-1%	12	6%	33%	1%	-9%	10%	-1%
CC(=O)Nc1ccc(NC(=O)COC(=O)Cc2c[nH]c3ccccc23)cc1	-15%	-4%	-2%[46.1 µM]	-1%	20	-3%	-52%[inhibitor]	4%	-1%	0%	u
O=C(NCC1CCCO1)c1cc2n(n1)C(C(F)(F)F)CC(c1ccc(F)cc1)N2 (stereo not given)	x	3%	9%	-2%	7	-1%	-7%	-15%	1%	-3%	0%
O=C(Cn1ccc([N+](=O)[O-])n1)N1CCCc2ccccc21	-12%	-6%	-1%	-8%	9	-6%	-7%	14%	2%	u	13%
CCOC(=O)CCNC(=O)Nc1ccc2nc(C)n(Cc3ccc(Cl)cc3)c(=O)c2c1	-18%	1%	-5%	-3%	-1	-2%	0%	4%	-1%	15µM*	u
NC(=S)N=Nc1c(O)n(C2OC(=O)c3ccccc32)c2ccccc12 (stereo not given)	-4%	-8%	6%	-1%	-8	-3%	4%	9%	0%	0%	1%
CC(C)c1ccc(NS(=O)(=O)c2ccc(N3C(=O)CCC3=O)cc2)cc1	0%	1%	1%	-6%	5	2%	-3%	18%	-3%	u	-2%
CCCNS(=O)(=O)c1ccc(-n2cnnn2)c(OC)c1	-1%	-4%	-1%	-3%	-13	6%	-3%	1%	-9%	u	4%
CCc1cc(=O)oc2c(C)c(OC(C)C(=O)NC3CC(C)(C)NC(C)(C)C3)ccc12 (stereo not given)	4%	-11%	3%	-2%	13	-2%	-52%[inhibitor]	7%	-13%	22%	-3%
O=C(O)/C=C/c1cccc(NS(=O)(=O)c2ccccc2)c1	-3%	0%	-2%[46.1 µM]	-8%	1	2%	-12%	14%	4%	-5%	2%

Source: PubChem BioAssay (National Center for Advancing Translational Sciences (NCATS))
